# TRPV1 ag – agonists of human vanilloid receptor 1 (TRPV1); TRPV1-expressing cells, Fluo-8 calcium influx, agonist mode; activation, % at 8.33 µM; hit rate 0.19% among 320,000; Q8NER1; in the data active = activation above about 80%; inconclusive = between about 30% and that limit; also: 0% is about no effect
#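 Cells expressing TRPV1 were dye-loaded with Fluo-8 and read kinetically: 10 s baseline, 3 min after compound (agonist portion), then 2 min after EC20 capsaicin (allosteric enhancer portion). Calcium-bound dye fluorescence at 480/520 nm.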
# Mito fusion act – blocks mitochondrial division or promotes mitochondrial fusion. S. cerevisiae fusion-defective mutant growth rescue, CellTiterGlo 48 h. Potency, µM (titrated, usually from 46.1 µM), for the others: at the top dose growth rescue (activation), usual class: activators. hit rate 0.23% among 320,000. AID 485298;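 also: potency is read from the fitted curve at half-maximal effect; % of control where 0% means no effect; nearly all actives have a fitted effect of over 45% in size; temperature-sensitive fusion mutants such as fzo1-1 at 37 °C on non-fermentable ethanol glycerol medium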
#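 Growth-rescue viability read-out: after 48 h at the non-permissive 37C in glycerol/ethanol YPEG, yeast mitochondrial fusion mutants are measured by CellTiterGlo luminescence; compounds (23 nl pinned per well) restoring growth score as division inhibitors or fusion activators.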
# ELG1 DNA repair – inhibitors of ELG1-dependent DNA repair in HEK293T cells; HEK293T ELG1-luciferase reporter, luminescence, 16 h; DNA damage induced by 5-fluorouridine; Potency, µM (top dose mostly 46.1 µM), for the others: at the highest dose activity change, negative = inhibition, hits mostly inhibitors; hit rate 2.3% among 330,000; AID 504467; also: potency is read from the fitted curve at half-maximal effect; % is scaled to controls: 0 for no effect and ±100 for the full control effect; nearly all actives have a fitted effect of over 55% in size
#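 Overnight (16 hr) co-exposure of 2,000 cells/well to 5-fluorouridine and compound at 37 °C preceded detection. Luciferase was quantified via ONE-Glo luminescence; loss of signal denotes inhibition.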
# KCNH2 WT inh – blocks the wildtype human KCNH2 potassium channel | U2OS, BacMam KCNH2, thallium flux FluxOr; stronger effect = lower value | activity change, % at 1.84 µM | hit rate 0.37% among 340,000;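 active = maximum activity change below -70%; inconclusive = maximum activity change between -70% and -50%; inactive = maximum activity change above -50%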; also: % is scaled to controls: 0 for no effect and ±100 for the full control effect
# Target sequence (Q12809 whole entry, looked up): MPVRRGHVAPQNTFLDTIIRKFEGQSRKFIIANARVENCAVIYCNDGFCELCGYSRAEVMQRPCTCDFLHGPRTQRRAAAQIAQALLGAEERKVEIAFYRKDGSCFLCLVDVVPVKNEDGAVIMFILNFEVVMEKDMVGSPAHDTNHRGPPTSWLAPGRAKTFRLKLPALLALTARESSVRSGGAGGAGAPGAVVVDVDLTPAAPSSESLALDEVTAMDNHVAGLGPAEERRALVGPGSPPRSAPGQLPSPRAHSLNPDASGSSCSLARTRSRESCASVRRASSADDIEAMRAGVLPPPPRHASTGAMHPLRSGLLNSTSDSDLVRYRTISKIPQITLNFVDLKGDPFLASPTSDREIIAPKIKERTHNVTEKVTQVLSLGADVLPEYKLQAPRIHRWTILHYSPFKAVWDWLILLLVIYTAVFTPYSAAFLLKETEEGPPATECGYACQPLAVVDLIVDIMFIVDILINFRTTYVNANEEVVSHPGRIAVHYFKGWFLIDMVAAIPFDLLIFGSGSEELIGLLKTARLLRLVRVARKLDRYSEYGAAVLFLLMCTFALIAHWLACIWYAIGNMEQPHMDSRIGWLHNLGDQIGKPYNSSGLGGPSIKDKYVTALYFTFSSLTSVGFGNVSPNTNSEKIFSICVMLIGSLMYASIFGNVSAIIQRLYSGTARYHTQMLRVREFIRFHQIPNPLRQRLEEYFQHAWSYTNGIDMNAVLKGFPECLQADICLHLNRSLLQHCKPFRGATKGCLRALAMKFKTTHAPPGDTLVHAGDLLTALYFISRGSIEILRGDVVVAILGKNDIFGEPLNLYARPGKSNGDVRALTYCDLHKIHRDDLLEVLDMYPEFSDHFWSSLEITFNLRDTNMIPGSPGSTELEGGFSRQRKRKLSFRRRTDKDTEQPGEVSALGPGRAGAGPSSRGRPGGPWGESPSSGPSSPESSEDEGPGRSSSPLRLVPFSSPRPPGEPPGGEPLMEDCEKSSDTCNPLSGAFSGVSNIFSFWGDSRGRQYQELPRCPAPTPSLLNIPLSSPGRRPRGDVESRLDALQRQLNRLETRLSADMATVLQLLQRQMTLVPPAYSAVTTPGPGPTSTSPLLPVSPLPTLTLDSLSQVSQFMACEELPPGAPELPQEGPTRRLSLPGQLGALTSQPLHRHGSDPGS
#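 U2OS cells transduced with wild-type KCNH2 virus are loaded with FluxOr dye for 45 min, and thallium flux is measured in kinetic reads before and after stimulation buffer. Rate constants are normalized to DMSO controls.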
# TCR activator – activators of T cell receptors; primary human leukocytes, anti-CD3, IL-2 HTRF, 48 h; 330,000 tested, under 10 active; Potency, µM (top dose mostly 9.22 µM), without a hit: top-dose activation of IL-2 secretion, hits mostly activators; also: % of control where 0% means no effect
#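 HTRF read-out of IL-2 secretion: europium cryptate donor excited at 320nm, d2 acceptor emission at 665nm. Cells were primary human leukocytes incubated 48 hr with compounds and a-CD3 beads, supplying TCR signal only.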
# Eya2 phos inh – inhibitors of human Eya2 phosphatase activity; O00167; recombinant Eya2, OMFP fluorescence dephosphorylation (OMFP is methylfluorescein phosphate); Potency, µM (highest dose often 76.9 µM), without a hit: top-dose activity, negative = inhibition, hits mostly inhibitors; hit rate 0.006% among 330,000; also: potency is read from the fitted curve at half-maximal effect; % is scaled to controls: 0 for no effect and ±100 for the full control effect
#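 Eya2 (0.2 uM) preincubated 10 min at ambient with compound, then OMFP substrate added at 50 uM; 10 min reaction in 50 mM HEPES pH 7.5, 50 mM NaCl, 5 uM MgCl2, 0.05% BSA, 1 mM DTT. Fluorescence read at Ex 485/Em 525 nm.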
# AT treatment – candidate therapy for ataxia-telangiectasia; hit rate 0.19% among 320,000; Potency, µM (highest dose often 57.5 µM), without a hit: at the highest dose activation, actives largely listed as activators; AID 485349; […] A-T fibroblasts, KAP-1 phosphorylation AlphaLISA; neocarzinostatin DNA damage 30 min before lysis; also: potency is read from the fitted curve at half-maximal effect; % of control where 0% means no effect; nearly all actives have a fitted effect of over 45% in size
#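 ATM-like activity read as KAP-1 phosphorylation via AlphaLISA donor/acceptor antibody pairs after lysis and 6 hr at 25C. Cells were ATM-null patient fibroblasts ([…], hTERT), dosed 60 min, then exposed to the DSB inducer NCS for 30 min.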
# KCNH2 3.1 block – KCNH2 3.1 (human) potassium channel inhibition; U2OS KCNH2 3.1, thallium flux FluxOr; stronger effect = lower value; activity change, % (tested at about 1.8 µM); hit rate 0.95% among 340,000; AID 720553;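 active = maximum activity change below -70%; inconclusive = maximum activity change from -70% to -50%; inactive = maximum activity change above -50%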;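 also: thallium influx rate constant from kinetic fluorescence after stimulation buffer; % is scaled to controls: 0 for no effect and ±100 for the full control effect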
#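 Thallium flux via FluxOr fluorescence (Red40 quencher, 45 min loading) in U2OS cells virally expressing the KCNH2 3.1 isoform (1.77 x 10^8 /mL virus, overnight at 37 C). Rate constants from 2-min kinetic reads post-stimulation, normalised to positive and negative controls.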
# USP2a block – inhibitors of human ubiquitin-specific protease USP2a; USP2 core, Ub-CHOP2 coupled fluorogenic reporter, 485/531; Potency, µM (highest dose often 38.3 µM), for the others: top-dose activity change, negative = inhibition, hits mostly inhibitors; hit rate 0.01% among 330,000; O75604;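 also: potency is read from the fitted curve at half-maximal effect; plate controls were DMSO wells for no effect and full inhibition by NEM control for full effect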
#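 USP2 core (10nM final) preincubated 30min RT with compound in 20mM Tris-HCl pH 8.0, 2mM CaCl2, 2mM beta-mercaptoethanol, 0.05% CHAPS; 25nM Ub-CHOP2 plus 25nM reporter substrate added, fluorescence (Ex485/Em531) read after 60min.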
# TSHR antag – antagonists of human thyroid stimulating hormone receptor | P16473 | TSHR-expressing cells, TSH-stimulated cAMP HTRF, 2 h; stronger effect = lower value | activity change, negative = inhibition, % at 11.5 µM | hit rate 0.2% among 330,000 | AID 504810;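 active = activity change below a set negative limit, meaning inhibition stronger than a set level, cut at about -70% in these data; inconclusive = activity change between two set negative limits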; also: % is scaled to controls: 0 for no effect and ±100 for the full control effect
#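 Inhibition of cAMP made by TSHR-expressing cells under TSH stimulation (4nM final, EC80; 2 h, 37 deg C) is quantified with a one-step lysis HTRF kit, anti-cAMP cryptate versus cAMP-d2.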
# Starred values were filed as active, the others as inactive; ? = inconclusive; nt = no result given; [ ] = dose if it differs, or a comment. Unless noted, calls follow the shape of the dose curve; as a rule, active = well fitted curve in the direction sought with a large enough effect; inconclusive = small, poorly fitted or top-dose-only effect, or another doubt; inactive = no such curve, though single readings can be large; an effect the other way counts as inactive or inconclusive. Some of the compounds tested, so the mix of outcomes need not match the whole.
1) COc1ccc(-c2nnc3ccc(SCC(=O)N4CCOCC4)nn23)cc1
2) CN(C(=O)NC1CCCCC1)c1ccccc1
3) CCCCCCSc1ncc(C#N)c(N)n1
4) COc1ccc(C2=NOC(Cn3nc(-c4ccccc4)cc3C(=O)NCc3ccco3)C2)cc1 (configuration not stated)
5) O=c1c(-c2ccc3c(c2)OCCO3)coc2c(CN3CCOCC3)c(O)ccc12
6) Cc1oc(-c2ccc(Cl)cc2)nc1CN1CCC(C(=O)NCC2CCCO2)CC1 (configuration not stated)
7) Cc1cccc(NC(=O)CCc2ccc(S(=O)(=O)NC3CCCCC3)cc2)c1
8) O=C(COc1cccc2cccnc12)N1CCc2ccccc2C1

screen / no.,1,2,3,4,5,6,7,8
TRPV1 ag,-5,1,12,nt,7,-2,4,3
Mito fusion act,-9%,-1%,2%,nt,1%,8%,2%,2%
ELG1 DNA repair,10%,11%,?,-29%,?,-1%,?,0%
KCNH2 WT inh,-20,nt,-1,10,-3,24,9,2
TCR activator,-4%,-3%,14%,0%,-4%,-3%,-6%,-3%
Eya2 phos inh,22%,3%,22%,4%,-4%,-13%,14%,3%
AT treatment,0%,0%,7%,-3%,-4%,1%,1%,0%
KCNH2 3.1 block,-1,-2,-2,-10,6,-7,-5,-12
USP2a block,1%,0%,-2%,7%,1%,0%,-4%,1%
TSHR antag,26,-8,42,-16,-14,5,4,8

9) O=C(COC(=O)/C=C/c1cccc(C(F)(F)F)c1)NCc1ccco1
10) O=C(Nc1nnc(-c2ccc3c(c2)CCCC3)o1)C1CCCCC1
11) O=C(O)c1ccccc1C(=O)Nc1ccc(Nc2ccc([N+](=O)[O-])cc2[N+](=O)[O-])cc1
12) Cc1ccccc1C(=O)N1CCN(c2ccc(NC(=O)c3ccc4c(c3)OCO4)cc2)CC1
13) CSCC[C@H](NC(=O)C1CCN(S(=O)(=O)c2ccc(C)cc2)CC1)C(=O)NCc1ccco1
14) CC(=O)OCCNc1cc(Sc2nc3ccccc3[nH]2)c2nonc2c1[N+](=O)[O-]
15) COc1ccc(OC)c(C2C(C(=O)c3ccccc3)=C(C)Nc3nc4ccccc4n32)c1 (configuration not stated)
16) O=C(NCc1ccc2c(c1)OCO2)c1ccc(CSCc2ccccc2Cl)o1

screen / no.,9,10,11,12,13,14,15,16
TRPV1 ag,15,-1,-6,15,1,-4,8,30
Mito fusion act,-5%,-6%,15%,-1%,-8%,10%,-3%,?
ELG1 DNA repair,11%,15%,2%,5.8µM*,1%,?,26%,-1%
KCNH2 WT inh,0,-2,-4,2,6,-1,-10,-12
TCR activator,7%,-2%,-47%,2%,nt,-2%[46.1 µM],-5%,-11%[46.1 µM]
Eya2 phos inh,-1%,8%,5%,4%,2%,6%,-2%,4%
AT treatment,-3%,11%,-1%,-2%,11%,nt,12%,4%
KCNH2 3.1 block,33,-2,-32,-19,-9,-21,6,7
USP2a block,1%,-2%,-1%,-1%,?,5%,2%,-2%
TSHR antag,-2,-3,-2,-19,17,-88*,-4,-17

17) COc1ccc(C(C(=O)NC(C)(C)C)N(Cc2ccco2)C(=O)CCC(=O)Nc2ccccn2)cc1 (configuration not stated)
18) CCOC(=O)N1CCN(C(=O)c2ccc(N3C(=O)CCC3=O)cc2)CC1
19) COc1ccc(OCCSc2nnc(-c3cccnc3)n2N)cc1
20) CC1CCCN(CC(=O)Nc2ccc(S(=O)(=O)N3CCCCCC3)cc2)C1 (configuration not stated)

screen / no.,17,18,19,20
TRPV1 ag,0,1,1,16
Mito fusion act,0%,-2%,-1%,0%
ELG1 DNA repair,0%,1%,-6%,-5%
KCNH2 WT inh,2,8,-8,13
TCR activator,-5%,5%,1%[46.1 µM],nt
Eya2 phos inh,-10%,8%,6%,-7%
AT treatment,6%,-3%,9%,2%
KCNH2 3.1 block,0,-1,-4,13
USP2a block,0%,5%,0%,2%
TSHR antag,15,-3,6,2

# Not a retest: entries from further up.
8) O=C(COc1cccc2cccnc12)N1CCc2ccccc2C1
9) O=C(COC(=O)/C=C/c1cccc(C(F)(F)F)c1)NCc1ccco1
10) O=C(Nc1nnc(-c2ccc3c(c2)CCCC3)o1)C1CCCCC1
11) O=C(O)c1ccccc1C(=O)Nc1ccc(Nc2ccc([N+](=O)[O-])cc2[N+](=O)[O-])cc1
12) Cc1ccccc1C(=O)N1CCN(c2ccc(NC(=O)c3ccc4c(c3)OCO4)cc2)CC1
13) CSCC[C@H](NC(=O)C1CCN(S(=O)(=O)c2ccc(C)cc2)CC1)C(=O)NCc1ccco1
14) CC(=O)OCCNc1cc(Sc2nc3ccccc3[nH]2)c2nonc2c1[N+](=O)[O-]
15) COc1ccc(OC)c(C2C(C(=O)c3ccccc3)=C(C)Nc3nc4ccccc4n32)c1 (configuration not stated)
16) O=C(NCc1ccc2c(c1)OCO2)c1ccc(CSCc2ccccc2Cl)o1
17) COc1ccc(C(C(=O)NC(C)(C)C)N(Cc2ccco2)C(=O)CCC(=O)Nc2ccccn2)cc1 (configuration not stated)

screen / no.,8,9,10,11,12,13,14,15,16,17
TRPV1 ag,3,15,-1,-6,15,1,-4,8,30,0
Mito fusion act,2%,-5%,-6%,15%,-1%,-8%,10%,-3%,?,0%
ELG1 DNA repair,0%,11%,15%,2%,5.8µM*,1%,?,26%,-1%,0%
KCNH2 WT inh,2,0,-2,-4,2,6,-1,-10,-12,2
TCR activator,-3%,7%,-2%,-47%,2%,nt,-2%[46.1 µM],-5%,-11%[46.1 µM],-5%
Eya2 phos inh,3%,-1%,8%,5%,4%,2%,6%,-2%,4%,-10%
AT treatment,0%,-3%,11%,-1%,-2%,11%,nt,12%,4%,6%
KCNH2 3.1 block,-12,33,-2,-32,-19,-9,-21,6,7,0
USP2a block,1%,1%,-2%,-1%,-1%,?,5%,2%,-2%,0%
TSHR antag,8,-2,-3,-2,-19,17,-88*,-4,-17,15
